BaF3 parental: parental Ba/F3 cell viability inhibition, counter-screen for JAK2V617F inhibitor project, murine pro-B, CellTiter-Glo luminescence; CellTiter-Glo ATP luminescence; inhibition, % at 5.6 µM; 220,000 compounds, 1.1% hits; AID 1486, 2009;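 active = inhibition above a per-campaign cutoff, the mean inhibition of all tested compounds plus 3 SD, cut at about 27% in these data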;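 note: 0% = DMSO wells and 100% = JAK Inhibitor I control wells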
Runt-CBFb FRET: inhibitors of RUNX1 Runt–CBFb binding, primary screen, biochemical, FRET, Cerulean-Runt, Venus-CBFb, uHTS; Runt-related transcription factor 1 (Homo sapiens) + Core-binding factor subunit beta …; Cerulean-Runt/Venus-CBFb FRET ratio 530/480, 1 h; inhibition, % at 20 µM; 220,000 compounds, 0.46% hits;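 active = inhibition over about 50% at 20 µM in the single-dose screen, limit read from the data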;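 note: 0% = DMSO wells and 100% = excess unlabeled CBFb competitor control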
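System: Cerulean-labeled Runt domain protein | Quantity: 100 nM of each labeled protein | Schedule: 1 h compound exposure, room temperature | Detection: Fluorescence energy transfer, 422 nm excitation, 530/480 nm emission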
RBBP9 inh: human RBBP9 inhibitors, primary screen, biochemical, fluorescence polarization, FP-Rh probe, HTS. Serine hydrolase RBBP9 (Homo sapiens), O75884. recombinant RBBP9. inhibition, % at 7.94 µM. 220,000 compounds, 0.2% hits. AID 1515, 2009;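 active = inhibition above the campaign mean of all tested compounds plus 3 SD, cut at about 14% in these data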;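 note: plate controls were DMSO wells with RBBP9 for no effect and wells lacking RBBP9 protein for full effect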
Target sequence (O75884 whole entry, looked up): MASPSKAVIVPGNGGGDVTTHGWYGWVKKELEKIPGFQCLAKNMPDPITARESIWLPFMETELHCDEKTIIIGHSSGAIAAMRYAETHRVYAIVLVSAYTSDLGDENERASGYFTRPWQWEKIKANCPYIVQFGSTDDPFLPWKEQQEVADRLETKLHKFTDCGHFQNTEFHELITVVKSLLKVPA
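Measured by – fluorescence polarization · Test system – RBBP9 protein · Input – 2.5 µM RBBP9 dispensing solution, before mixing · Measure – percent inhibition from mP, scaled between DMSO and no-protein wells · Benchmarks – DMSO-treated enzyme wells and wells lacking RBBP9 · Times – preincubation 30 min plus labeling 45 min at 25 °C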
NPY-Y1 antag: NPY-Y1 receptor antagonists, primary screen, cell-based; Neuropeptide Y receptor type 1 (Homo sapiens), P25929; inhibition, % at 3.6 µM; HEK293-CNG Y1 cells, membrane potential fluorescence; NPY at EC95, then isoproterenol; 200,000 compounds, 1% hits;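 active = inhibition above the campaign mean inhibition of all tested compounds plus 3 SD, cut at about 20% in these data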;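 note: 0% = DMSO wells given NPY plus isoproterenol and 100% = isoproterenol alone without NPY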
Target sequence (P25929 whole entry, looked up): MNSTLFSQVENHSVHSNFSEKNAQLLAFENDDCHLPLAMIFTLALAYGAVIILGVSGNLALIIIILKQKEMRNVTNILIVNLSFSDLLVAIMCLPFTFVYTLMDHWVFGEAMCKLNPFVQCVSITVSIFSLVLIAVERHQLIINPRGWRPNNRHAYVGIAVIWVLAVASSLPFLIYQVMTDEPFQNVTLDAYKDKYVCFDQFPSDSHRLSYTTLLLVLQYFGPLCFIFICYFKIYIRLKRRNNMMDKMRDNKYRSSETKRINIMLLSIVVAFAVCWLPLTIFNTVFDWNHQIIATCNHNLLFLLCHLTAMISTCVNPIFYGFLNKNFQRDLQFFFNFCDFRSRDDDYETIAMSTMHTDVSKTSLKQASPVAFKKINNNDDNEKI
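material = HEK293 cells with Y1 receptor plus CNG channel | also added = NPY 25 nM then isoproterenol 1 µM plus Ro 20-1724 25 µM | schedule = dye 3 h, compound 60 min room temperature, stimulation 45 min | measured by = membrane potential fluorescence | benchmarks = high control isoproterenol alone, low control NPY with isoproterenol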
S1P4 antag: S1P4 receptor antagonists, primary screen, cell-based; AID 1510, 2009; inhibition, % at 4.98 µM; S1P4-expressing cells, antagonist mode, reporter read-out; 220,000 compounds, 0.26% hits; in the data active = inhibition above about 29%;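 note: 0% = wells stimulated with agonist and 100% = vehicle wells without agonist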
S1P4 ag: S1P4 receptor agonists, primary screen, cell-based; S1P4-expressing cell line, agonist reporter assay; Sphingosine 1-phosphate receptor 4 (Homo sapiens), O95977; activation, % at 4.98 µM; 220,000 compounds, 0.35% hits; AID 1509, 2009; in the data active = activation above about 11%;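 note: 0% = DMSO vehicle and 100% = reference agonist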
NPY1 pot ag: NPY-Y1 receptor potentiators or agonists, primary screen, cell-based; Neuropeptide Y receptor type 1 (Homo sapiens), P25929; NPY-Y1 expressing cells, potentiator/agonist activation; activation, % at 3.6 µM; 220,000 compounds, 0.37% hits; AID 1304, 2008; in the data active = activation above about 33%, passing the limit was not always enough;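 note: cells stimulated with NPY at EC10 then isoproterenol at EC100; 0% = low agonist plus stimulus and 100% = saturating agonist plus stimulus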
NPY2 pot ag: NPY-Y2 potentiators or agonists, primary screen, cell-based. Neuropeptide Y receptor type 2 (Homo sapiens), P49146. cells expressing NPY-Y2, potentiator/agonist read-out. activation, % at 3.6 µM. 220,000 compounds, 0.45% hits; in the data active = activation above about 27%;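 note: cells stimulated with NPY near EC25 plus isoproterenol at EC100; 0% = vehicle plus submaximal agonist and 100% = vehicle plus saturating agonist; some results beyond the cut were filed as inactive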
Target sequence (P49146 whole entry, looked up): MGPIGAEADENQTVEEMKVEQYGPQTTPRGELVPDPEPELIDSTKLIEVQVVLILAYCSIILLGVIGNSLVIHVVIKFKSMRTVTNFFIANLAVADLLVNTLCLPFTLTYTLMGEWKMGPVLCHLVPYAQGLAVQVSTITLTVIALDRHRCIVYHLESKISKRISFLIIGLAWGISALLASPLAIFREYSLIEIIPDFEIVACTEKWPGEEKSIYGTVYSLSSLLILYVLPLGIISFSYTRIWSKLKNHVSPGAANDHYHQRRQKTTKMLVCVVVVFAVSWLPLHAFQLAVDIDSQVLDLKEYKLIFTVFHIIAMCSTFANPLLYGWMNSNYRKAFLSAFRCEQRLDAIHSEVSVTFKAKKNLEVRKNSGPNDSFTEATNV
Ba/F3 V617F tox: reduced viability of JAK2V617F-dependent Ba/F3 cells, primary screen, JAK2V617F inhibitor project, cell-based, Ba/F3 EpoR-JAK2V617F, luminescence. ATP luminescence. inhibition, % at 5.6 µM. 220,000 compounds, 1.1% hits;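 active = inhibition above the campaign mean plus 3 SD over all tested compounds, cut at about 24% in these data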;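 note: cytokine-independent growth of Ba/F3 cells driven by EpoR plus mutant JAK2; 0% = DMSO-treated cells and 100% = JAK inhibitor I control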
The depositor's hits bear a star; · = not tested or not shown. Rows were taken by chance; 3.6% or so of the library scored in one or more.

SMILES	BaF3 parental	Runt-CBFb FRET	RBBP9 inh	NPY-Y1 antag	S1P4 antag	S1P4 ag	NPY1 pot ag	NPY2 pot ag	Ba/F3 V617F tox
COc1cccc(C2=NOC(C(=O)N3CCOCC3)C2)c1 (configuration not stated)	2	-1	1	-3	-3	1.6	-16	-25	1
CC(=O)COc1cc(C)cc2oc(=O)c(C)c(C)c12	2	-1	2	1	-19	-2.8	1	-8	0
Cc1ccc(F)cc1NC(=O)Nc1cc(C(C)(C)C)nn1C	-1	0	-5	·	-2	-0.3	24	23	-1
CC(=O)Oc1cc(OC(C)=O)c2c(C)cc(=O)oc2c1	1	11	-9	-1	-16	0.8	-14	-12	-1
C=CCn1c(O)c(N=NC(=S)Nc2ccccc2C)c2cc(S(=O)(=O)N3CCOCC3)ccc21	8	-6	-8	-8	12	1.1	-8	7	0
COc1ccc2c(c1)CCc1c(C(=O)N(C)c3ccccc3)noc1-2	1	-3	-4	6	4	-0.1	-25	-11	0
Cc1cccc(C(=O)N[C@H](C(=O)Nc2nc3ccccc3[nH]2)C(C)C)c1	27*	1	-7	0	-9	0.9	-6	-16	77*
COCCSc1ccccc1C(=O)N1CCN(c2ccccc2)CC1	4	0	-5	2	-12	1.4	-3	-19	1
CC(OC(=O)c1ccc2c(=O)n3c(nc2c1)CCCCC3)C(=O)Nc1ncc(Cl)cc1Cl (configuration not stated)	4	-2	-2	4	-31	11*	1	-7	-4
CC1(C)CC(N(Cc2cccs2)C(=O)c2ccco2)CCO1 (configuration not stated)	-2	0	-7	-1	-13	-1.7	9	12	-4
Nc1nnc(SCc2ccccc2)n1-c1ccccc1	3	-5	-6	8	13	-0.2	7	-7	-4
COc1ccc(CCC(=O)Nc2ccc(C)c(S(=O)(=O)N(C)C)c2)cc1OC	6	-2	-12	1	-9	4.8	5	17	0
NC1=C(O)C(=O)C(c2ccccc2)O1 (configuration not stated)	0	2	-7	·	11	-0.3	-13	3	-2
N=C(c1ccc([N+](=O)[O-])cc1)N1CCCCC1	-2	0	0	4	9	-2.1	12	7	-4
CSc1nnnn1-c1ccc(C(=O)OCC(=O)N2CCOCC2)cc1	3	0	3	-2	-11	-0.4	5	0	-1
Cc1cc2[nH]c(=O)c3ccccc3n2n1	8	-1	5	-1	-11	-0.3	3	-9	0
CNCc1cc(Br)c(OCC(=O)Nc2ccccc2OC)c(OC)c1	5	3	-6	-1	-1	0.4	3	-6	0
CCn1c(Cc2ccc(OC)cc2)nnc1SCC(=O)NC1CCCCC1	4	-2	6	2	-12	1.8	14	0	1
O=C(CSc1nccn1-c1cccc(Cl)c1)Nc1ccc2c(c1)OCCO2	9	2	-9	0	-2	-4.2	-5	-12	-3
CC(CC(=O)O)CC(=O)Nc1ccccc1C(=O)O (configuration not stated)	3	0	-1	0	-17	-2.4	5	-2	0
CCOc1ccc2c(CC)cc(=O)oc2c1OCC	2	-1	-8	7	-14	1.6	-5	-2	-2
Cc1ccc(C(=O)Nc2ccccc2C(=O)N2CC3(C)CC2CC(C)(C)C3)cc1 (configuration not stated)	1	-1	-23	5	7	-0.9	-10	-26	3
CCCN(CCC)c1ncnc2nc[nH]c12	1	2	-9	12	-7	1.1	2	4	-2
CCC(C)C(NS(=O)(=O)c1ccc(C)cc1)C(=O)O (configuration not stated)	1	0	-2	-3	-14	1.7	1	3	-3
CCOC(=O)C1=C(O)C(=O)N(c2ccccc2)C1c1cccc([N+](=O)[O-])c1 (configuration not stated)	-5	2	0	·	0	1.3	-8	-14	-3

13 of the compounds above, with two lines to a compound:
Under each structure – BaF3 parental, Runt-CBFb FRET, RBBP9 inh, NPY-Y1 antag, S1P4 antag, S1P4 ag, NPY1 pot ag, NPY2 pot ag, Ba/F3 V617F tox
NC1=C(O)C(=O)C(c2ccccc2)O1 (configuration not stated)
    0, 2, -7, ·, 11, -0.3, -13, 3, -2
N=C(c1ccc([N+](=O)[O-])cc1)N1CCCCC1
    -2, 0, 0, 4, 9, -2.1, 12, 7, -4
CSc1nnnn1-c1ccc(C(=O)OCC(=O)N2CCOCC2)cc1
    3, 0, 3, -2, -11, -0.4, 5, 0, -1
Cc1cc2[nH]c(=O)c3ccccc3n2n1
    8, -1, 5, -1, -11, -0.3, 3, -9, 0
CNCc1cc(Br)c(OCC(=O)Nc2ccccc2OC)c(OC)c1
    5, 3, -6, -1, -1, 0.4, 3, -6, 0
CCn1c(Cc2ccc(OC)cc2)nnc1SCC(=O)NC1CCCCC1
    4, -2, 6, 2, -12, 1.8, 14, 0, 1
O=C(CSc1nccn1-c1cccc(Cl)c1)Nc1ccc2c(c1)OCCO2
    9, 2, -9, 0, -2, -4.2, -5, -12, -3
CC(CC(=O)O)CC(=O)Nc1ccccc1C(=O)O (configuration not stated)
    3, 0, -1, 0, -17, -2.4, 5, -2, 0
CCOc1ccc2c(CC)cc(=O)oc2c1OCC
    2, -1, -8, 7, -14, 1.6, -5, -2, -2
Cc1ccc(C(=O)Nc2ccccc2C(=O)N2CC3(C)CC2CC(C)(C)C3)cc1 (configuration not stated)
    1, -1, -23, 5, 7, -0.9, -10, -26, 3
CCCN(CCC)c1ncnc2nc[nH]c12
    1, 2, -9, 12, -7, 1.1, 2, 4, -2
CCC(C)C(NS(=O)(=O)c1ccc(C)cc1)C(=O)O (configuration not stated)
    1, 0, -2, -3, -14, 1.7, 1, 3, -3
CCOC(=O)C1=C(O)C(=O)N(c2ccccc2)C1c1cccc([N+](=O)[O-])c1 (configuration not stated)
    -5, 2, 0, ·, 0, 1.3, -8, -14, -3

Further compounds:
SMILES	BaF3 parental	Runt-CBFb FRET	RBBP9 inh	NPY-Y1 antag	S1P4 antag	S1P4 ag	NPY1 pot ag	NPY2 pot ag	Ba/F3 V617F tox
CSc1ccc(N2CCN(CCCNC(=O)Nc3ccccc3F)CC2)cc1	5	3	-6	-4	-21	3.0	22	4	-3
CCCCn1c(=N)n(CC(=O)c2ccco2)c2ccccc21	1	0	-2	-1	13	-0.5	13	-11	-1
CCNc1ccc(C(=O)OCC(=O)NC(=O)NCC(C)C)cc1[N+](=O)[O-]	3	-1	-5	6	10	-0.4	-1	-16	3
Cc1cccc(N2CCN(C(c3cccs3)c3nnnn3C(C)(C)C)CC2)c1C (configuration not stated)	-1	0	-7	8	-4	0.6	-14	-3	-2
C/C(CC(=O)Nc1ccc(Cl)cc1Cl)=N\NC(=O)c1cnccn1	-7	2	-11	·	-1	1.6	20	-7	0
Cc1ccc(N2CC(C(=O)N3CCN(C(=O)c4ccco4)CC3)CC2=O)cc1 (configuration not stated)	7	0	-10	6	-3	-3.8	5	19	-3
Cc1ccc(NS(=O)(=O)c2cccc(C(=O)N/N=C/c3ccc4c(c3)OCCO4)c2)c(C)c1	10	-2	-23	-1	-6	-0.9	-13	-8	-2
Cc1c(C(=O)O)c(-c2ccccc2)nn1-c1ccccc1	4	1	-7	-2	-6	1.8	12	3	2
COc1ccnc(N2CCN(c3ccccc3)CC2)c1C#N	4	2	-6	5	-23	-0.3	12	14	-3
Oc1ccc(Cl)cc1C(C#Cc1ccccc1)N1CCOCC1 (configuration not stated)	1	-2	-8	5	0	1.1	0	-6	3
CCCCOc1ccc(-c2ncc(C(=O)O)c(C)n2)cc1	-3	-2	-8	2	3	0.1	7	15	-1
CC(=O)NNC(=S)NC(=O)c1ccc(C)cc1	6	14	1	0	-3	-0.3	-9	-19	0
Cc1[nH]c2ccccc2c1CCN(Cc1cccnc1)C(=S)Nc1cccc(F)c1	30*	0	-8	-6	-10	1.0	35	1	27*
COc1cc(NC(=O)C2CCCN2C(=O)C2CCC(C)CC2)cc(OC)c1OC (configuration not stated)	2	2	-3	6	0	3.2	3	17	-3
Cc1cc(CNC(=O)C(C)Cc2ccccc2)nn1C (configuration not stated)	3	-1	-10	2	5	0.7	-17	-8	6
CCn1c(Cc2ccccc2)nnc1SCC(=O)Nc1ccccc1F	2	2	1	-1	12	1.6	-13	-6	3
COc1ccccc1CC(=O)NNC(=O)c1cccs1	4	0	2	-2	2	-0.5	6	8	-3
COC(=O)c1ccc(C(=O)OC)c(NC(=O)CN(C)Cc2ccc(Cl)c(Cl)c2)c1	10	-4	-8	-4	-17	2.1	-10	-4	0
Cc1ccc(C)c(OCc2nnc(NC(=O)c3ccco3)s2)c1	3	-1	-1	5	-22	-2.2	22	-13	-2
CSc1ccccc1C(=O)Nc1ccc2c(c1)OCCO2	1	0	-5	4	-10	1.8	-6	9	-4
O=C(CCc1ccccc1)NCC1OCCc2ccccc21 (configuration not stated)	3	-2	-4	-2	4	1.2	-6	-8	1
C/C(CC(=O)Nc1cccnc1)=N\NC(=O)C(=O)Nc1cccc(C)c1	6	-1	-9	-2	-2	-0.2	-14	-10	1
CCOC(=O)C1=C(C)NC(SCC(N)=O)=C(C#N)C1c1cccs1 (configuration not stated)	0	-3	-4	-1	9	0.8	-7	8	-1
Cc1cc(NC(=O)C(C)C)ncc1NC(=O)CCc1ccccc1	3	·	-2	2	5	1.1	18	-4	0
O=C(Nc1ccccc1N1CCOCC1)c1ccc(S(=O)(=O)NCc2ccco2)cc1	4	0	1	-2	-20	-0.3	8	9	-3
COc1ccc2c(c1O)-c1ccccc1CCN(C)C2	-5	2	-5	-5	5	-0.1	2	-3	1
Cc1cccc(N2CC(C(=O)O)CC2=O)c1C (configuration not stated)	2	3	2	·	5	-3.2	-3	-20	-7
O=C(CCc1nc2ccccc2c(=O)[nH]1)NCc1cccc(Cl)c1	3	0	-9	-3	-8	1.6	-12	-8	0
CCNC(=S)N(Cc1cc2cc(C)c(C)cc2[nH]c1=O)C1CCCC1	1	·	-4	-1	3	1.2	0	-12	-3

Assay outcomes: PubChem BioAssay, several laboratories
